Bioassay records from PubChem.
Granule exo inh: lytic granule exocytosis inhibition | TALL-104 LAMP-1 surface exposure, flow cytometry; cells stimulated with thapsigargin and PMA | inhibition, % at 10 µM | 360,000 tested, 0.66% active | AID 651702;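 active = inhibition above about 55%, limit read from the data; inconclusive = no clear call, values can overlap the other calls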
MC4R ag barr: agonists of human melanocortin 4 receptor (MC4R) beta-arrestin | U2OS MC4R beta-arrestin complementation, luminescence; percent of melanotan II response, DMSO zero | activation, % at 8.9 µM | 360,000 tested, 0.98% active | AID 540308;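 active = activation above a per-plate cutoff, the mean activation of sample wells on that plate plus 3 SD, cut at about 8% in these data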
Glyco luc inh: blocks N-linked glycosylation in D54 reporter cells. reporter increase, % at 12.5 µM. AID 588692. D54 ERlucT glycosylation luciferase reporter, 24 h; percent of 100 nM tunicamycin response. 360,000 tested, 0.23% active;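 active = mean luciferase reporter signal, scaled so untreated is 0 and the glycosylation-blocking control 100, at or above a set limit in every replicate; inconclusive = mean reaches the limit but not every replicate does; inactive = mean below the limit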;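 note: luciferase carries N-glycosylation sites so blocking glycosylation raises the light; 0% = median of neutral control wells and 100% = median of 100 nM tunicamycin wells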
Vif inh: HIV Vif inhibition; HEK293T cells, Vif self-association by quenched fluorescence, imaging, 24 h; inhibition, % at 7.49 µM; 340,000 tested, 0.35% active; AID 602346; in the data active = inhibition above about 50%, passing the limit was not always enough; inconclusive = no clear call, values can overlap the other calls; inactive = below about 31%; note: some results filed as inactive read as strong as hits
TLR9-MyD88 inh: blocks human TLR9 binding to MyD88; 340,000 tested, 0.21% active; AID 504734; CHO BLA complementation TLR9-MyD88, CCF4 FRET ratio; inhibition, % at 4.98 µM; Q9NR96+Q99836;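 active = inhibition above the mean over all tested compounds plus 3 SD, cut at about 21% in these data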;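 note: 0% = DMSO only wells and 100% = clavulanate BLA inhibitor control wells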
Target sequence (Q99836 whole entry, looked up): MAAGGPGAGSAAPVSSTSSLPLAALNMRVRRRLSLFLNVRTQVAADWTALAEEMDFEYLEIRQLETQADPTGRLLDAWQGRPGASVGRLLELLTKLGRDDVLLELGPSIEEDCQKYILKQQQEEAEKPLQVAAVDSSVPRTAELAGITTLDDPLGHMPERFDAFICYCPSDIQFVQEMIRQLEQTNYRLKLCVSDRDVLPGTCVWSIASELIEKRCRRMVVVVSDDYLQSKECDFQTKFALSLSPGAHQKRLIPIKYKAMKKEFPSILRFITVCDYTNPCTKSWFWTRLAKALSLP
Target sequence (Q9NR96 whole entry, looked up): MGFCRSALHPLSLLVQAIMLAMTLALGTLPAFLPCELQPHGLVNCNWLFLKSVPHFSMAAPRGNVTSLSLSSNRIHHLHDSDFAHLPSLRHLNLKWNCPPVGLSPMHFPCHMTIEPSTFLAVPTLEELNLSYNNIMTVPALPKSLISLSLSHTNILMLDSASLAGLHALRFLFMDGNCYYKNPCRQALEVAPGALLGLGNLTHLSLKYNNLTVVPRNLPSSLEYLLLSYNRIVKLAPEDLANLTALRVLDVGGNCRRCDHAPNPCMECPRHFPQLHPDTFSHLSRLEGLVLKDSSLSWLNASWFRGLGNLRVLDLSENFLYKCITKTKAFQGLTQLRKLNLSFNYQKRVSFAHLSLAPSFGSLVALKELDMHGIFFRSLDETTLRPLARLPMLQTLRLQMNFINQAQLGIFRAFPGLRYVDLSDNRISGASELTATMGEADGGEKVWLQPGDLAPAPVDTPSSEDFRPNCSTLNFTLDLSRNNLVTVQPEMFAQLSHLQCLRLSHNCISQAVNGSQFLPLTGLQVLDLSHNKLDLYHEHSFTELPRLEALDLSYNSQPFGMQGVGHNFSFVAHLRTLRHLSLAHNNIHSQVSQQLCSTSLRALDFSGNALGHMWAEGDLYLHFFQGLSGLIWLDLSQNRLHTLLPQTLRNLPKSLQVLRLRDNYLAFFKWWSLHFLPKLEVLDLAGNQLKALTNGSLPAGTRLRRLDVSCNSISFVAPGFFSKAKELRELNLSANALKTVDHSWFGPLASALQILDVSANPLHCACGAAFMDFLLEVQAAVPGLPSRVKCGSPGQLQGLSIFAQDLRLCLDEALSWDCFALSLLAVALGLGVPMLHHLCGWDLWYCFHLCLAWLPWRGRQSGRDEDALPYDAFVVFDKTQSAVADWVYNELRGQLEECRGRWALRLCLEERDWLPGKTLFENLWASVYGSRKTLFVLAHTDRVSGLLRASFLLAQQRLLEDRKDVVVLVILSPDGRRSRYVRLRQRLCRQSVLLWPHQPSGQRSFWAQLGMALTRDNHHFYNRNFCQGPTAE
NOD2 RIPK2 PPI: blocks binding of human NOD2 to RIPK2 | 360,000 tested, 0.38% active | O43353 | CHO BLA complementation NOD2-RIPK2, CCF4 ratio | AID 624267 | inhibition, % at 4.98 µM; in the data active = inhibition above about 21%;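 note: 0% = vehicle only and 100% = reference blocker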
MC4R antagonist: human MC4R antagonism in cAMP assay. P32245. 360,000 tested, 0.48% active. inhibition, % at 6.5 µM. MC4R-expressing cells, MTII-stimulated cAMP, LANCE TR-FRET;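 active = inhibition above its plate's cutoff, the mean of tested wells on that plate plus 3 SD, cut at about 29% in these data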;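 note: 0% = Melanotan II alone and 100% = Melanotan II plus saturating MCL0020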
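System: U2OS cells stably expressing human melanocortin 4 receptor (MC4R). Reagent: Melanotan II challenge after compound preincubation. Doses: 6.5 µM. Times: 30-min compound, 1-h challenge, 1-h detection, room temperature. Measured by: TR-FRET with Eu-cAMP and labeled anti-cAMP, 671 nm. Replicates: singlicate.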
aDG glyco up: alpha-DG glycosylation activation. Pro5-aDG cells, alpha-DG glycosylation AlphaScreen (IIH6); 0% Pro5, 100% B10-LARGE cell signal. activation, % at 10 µM. 360,000 tested, 0.22% active. AID 624168;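 active = activation of at least 8% versus controls, or a plate z-score of at least 8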;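 note: Pro5 are CHO cells carrying HIG-tagged alpha-DG that lacks glycosylation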
ABCB6 inh MLPCN: human ABCB6 transporter inhibition | K562-ABCB6 porphyrin accumulation, flow cytometry, 1 h; active compounds read low | 360,000 tested, 0.19% active | fluorescence ratio to DMSO, % at 10 µM | Q9NP58;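 active = fluorescence ratio to DMSO below 75%, the collection mean minus 3 SD; inconclusive = too few cells collected in the well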;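 note: signal is porphyrin accumulated inside mitochondria; 100% equals median channel fluorescence of DMSO control wells; lower ratio means ABCB6 inhibition with less porphyrin fluorescence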
ABHD5 PLIN5 PPI: ABHD5-PLIN5 protein interaction inhibition | inhibition, % at 4 µM | 360,000 tested, 0.78% active | Split G. princeps luciferase complementation, luminescence, 4 h | AID 602281;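 active = inhibition above the mean inhibition across every tested compound plus 3 SD, cut at about 22% in these data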;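 note: 0% = DMSO only wells and the 100% control is not disclosed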
An asterisk follows results filed as active; ? = inconclusive; . = not tested or not shown. An excerpt. The share of hits here may be higher or lower than overall.

smiles,Granule exo inh,MC4R ag barr,Glyco luc inh,Vif inh,TLR9-MyD88 inh,NOD2 RIPK2 PPI,MC4R antagonist,aDG glyco up,ABCB6 inh MLPCN,ABHD5 PLIN5 PPI
CC(=O)c1ccc(NC(=O)C2CCCN(c3ncnc4c3nc3n4CCCCC3)C2)cc1 (configuration not stated),1.6,-2.2,4.3,-8.5,-5.5,-3.4,0.2,0.0,90.0,-6.3
O=C(NCCN1CCOCC1)c1ccc(Cl)c(S(=O)(=O)N2CCOCC2)c1,-0.8,-2.9,3.9,4.1,-2.6,-9.3,4.6,0.0,103.0,-2.8
Cc1cc(C)nc(/N=C2\NC(=O)CC(C(=O)O)N2c2ccc(Oc3ccccc3)cc2)n1 (configuration not stated),0.8,-0.9,0.5,5.7,0.2,0.8,-0.6,0.0,95.0,-7.4
Cc1cccc(NC(=O)CSc2nc(C)nc3c2c(=O)n(C)c(=O)n3C)c1,8.3,1.6,-3.7,-0.5,-1.7,3.7,10.9,-0.4,100.0,-3.2
CC1=C(C(=O)OC2CCCCC2)C(c2ccccc2Br)NC(=O)N1 (configuration not stated),-0.9,8.2*,2.4,-2.0,-14.5,-4.3,7.9,0.1,106.0,-6.7
COC(=O)C1Cc2ccccc2CN1C(=O)CCl (configuration not stated),1.9,-0.3,0.2,-2.7,2.7,-4.9,-2.2,0.2,100.0,5.8
CC(C)NS(=O)(=O)c1cccc2nsnc12,?,-2.4,0.9,-9.3,-4.0,-3.1,-1.0,-0.3,101.0,13.0
COCc1cc(C)n(CC(=O)N/N=C/c2ccc(-c3ccc(Cl)c(C(=O)O)c3)o2)c(=O)c1C#N,-1.9,1.8,0.1,3.4,-0.4,-5.0,4.4,-0.1,103.0,-2.9
COc1ccc(CCN2CC(C(=O)NCCCc3ccncc3)CCC2=O)cc1 (configuration not stated),-5.0,2.7,2.4,3.8,-7.0,-6.0,4.9,1.7,88.0,5.9
CCOc1cc(C(=O)N2CCCN(C)CC2)cc(OCC)c1OCC,0.5,1.5,3.3,-6.0,-3.3,11.5,-2.6,0.0,102.0,-2.1
Cc1cc(C)cc(NC(=O)c2ccc(CSc3nnc(C)s3)cc2)c1,-1.1,-0.4,-0.2,1.8,-9.3,-2.3,-1.0,-0.1,94.0,-14.4
COc1ccc(Br)cc1CN(C)C(C)C(=O)Nc1cc([N+](=O)[O-])ccc1OC (configuration not stated),10.3,0.9,-2.2,.,-0.7,1.0,22.1,0.1,92.0,-0.7
Cc1ccccc1C(=O)Nc1ccc(S(=O)(=O)N2CCCC2)cc1,5.4,0.4,0.6,-3.6,13.4,-4.7,-0.1,0.0,92.0,1.7
Cc1ccc(S(=O)(=O)N2CCC(=O)N(C(CO)Cc3ccccc3)CC2)cc1 (configuration not stated),-4.4,0.1,2.2,1.9,7.5,-6.8,1.1,0.0,97.0,-3.7
N/C(Cc1nc2ccccc2s1)=N\O,3.1,0.2,-0.5,-30.5,-1.4,2.9,6.1,-0.1,123.0,-4.4
CC1CCCN(C2=NC(=O)/C(=C/c3cn(-c4ccccc4)nc3-c3cccc(S(=O)(=O)N(C)C)c3)S2)C1 (configuration not stated),0.2,-2.2,-1.6,-11.2,-5.1,-4.3,5.5,-0.6,109.0,-6.8
CC(=O)Cc1nsc(NC(=O)c2cc(-c3ccccc3Cl)oc2C)n1,-2.2,3.0,0.4,-1.8,-5.6,-11.5,6.2,-0.1,95.0,-1.0
COc1ccc(-n2nc(C(=O)N3CCN(Cc4ccc5c(c4)OCO5)CC3)c3ccccc3c2=O)cc1,4.8,-1.3,1.6,-3.8,8.9,3.4,8.6,1.5,93.0,0.3
Brc1ccc2ncnc(Nc3cccc4ccccc34)c2c1,-0.2,-1.2,-6.3,-11.8,-1.5,-1.2,-2.5,0.4,91.0,0.2
COc1ccc(C(=O)Nc2c(F)c(F)c(F)c(F)c2F)cc1OC,-4.1,.,.,.,.,-6.7,.,0.1,93.0,1.5
Cn1cccc1/C=N/n1c(-c2ccc(Cl)cc2Cl)n[nH]c1=S,0.6,2.1,1.6,.,0.2,3.8,7.8,-0.1,104.0,-12.7
COc1ccc([C@H]2C[C@H](O)[C@@H](n3cc(C4CC4)nn3)CN2C(=O)C2CCCCC2)cc1,11.7,1.5,1.6,1.3,-8.3,0.1,-4.1,0.3,94.0,-5.8
c1nc(N2CCC3(CC2)OCCO3)c2c3c(sc2n1)CCCC3,1.0,-1.4,-6.3,0.6,0.6,4.8,4.4,0.0,98.0,-0.8
OC1(c2ccccc2)CCN(Cc2ccccc2)C2CCCCC21 (configuration not stated),-3.0,4.1,-0.5,-5.7,0.8,-3.3,1.1,0.3,95.0,7.0
Cc1nn(-c2ccccc2)c(Cl)c1C(=O)OCC(=O)NCCc1ccc(S(N)(=O)=O)cc1,-16.0,-1.6,-0.4,-8.8,-4.1,-1.7,11.6,0.2,100.0,-6.8
CC(=O)Nc1cccc(-c2csc(C(C)(NC(C)=O)c3ccccc3)n2)c1 (configuration not stated),-0.7,-0.5,0.3,.,.,-6.8,8.5,-0.2,103.0,0.9
CNC(=S)NCCN1CCOCC1,-4.4,0.9,2.6,-26.5,-2.7,-1.6,11.8,0.1,100.0,0.6
CC1(C)CC(c2nc(-c3ccc(Br)cc3)cs2)CCS1 (configuration not stated),2.6,-1.4,-0.1,-8.6,-1.6,-5.8,26.4,-0.1,98.0,-4.5
O=C(CCN1CCc2ccccc2C(c2ccccc2)C1)c1ccc2c(c1)OCCO2 (configuration not stated),95.8*,-3.9,1.8,4.7,4.4,11.1,24.1,1.4,97.0,25.5*
Cc1nc(/C=C/c2ccccc2)[nH]c(=O)c1-c1ccccc1,-1.0,-1.1,4.1,2.1,-2.4,-1.1,-8.0,0.1,95.0,-2.7
Cc1oc(CSCCSCc2cc(C(=O)O)c(C)o2)cc1C(=O)O,-2.7,-0.9,2.9,-0.2,-4.3,7.1,5.8,0.0,97.0,-3.8
CCOC(=O)C(Cc1c[nH]c2ccc([N+](=O)[O-])cc12)(NC(C)=O)C(=O)OCC,1.6,-2.4,1.7,-3.6,-5.9,-10.1,15.7,-0.5,99.0,2.3
CC(=O)[C@H]1CCC2C3CC=C4C[C@@H](O)CC[C@]4(C)C3CC[C@@]21C (some centres not stated),-0.1,0.3,-3.6,17.0,-0.7,-11.0,10.5,0.4,97.0,-1.5
NC(Cc1c[nH]c2ccccc12)C(=O)NCc1ccco1 (configuration not stated),1.5,-4.4,1.4,-1.6,-6.3,3.0,-9.7,-0.2,98.0,2.4
O=C(Cc1nc(-c2ccc(Br)s2)cs1)NCCN1CCOCC1,-0.1,-1.8,-1.0,-13.4,4.1,-4.5,-3.7,-0.1,103.0,-4.4
Cc1nn(-c2ccccc2)c(C)c1C(=O)OCC(=O)N(C)c1ccccc1,-8.0,-4.0,-1.6,-0.2,6.2,0.6,-8.9,0.1,97.0,3.6
CNC(=O)C1CCN(C(=O)c2ccc(-c3ccccc3)cc2)CC1,-5.9,-2.6,-0.6,-4.1,1.4,-5.4,11.6,0.1,103.0,2.7
COc1cc2c(cc1OC)CN1CCc3cc(OC)c(OC)cc3C1C2 (configuration not stated),5.7,0.4,-1.1,11.5,.,-7.6,-0.5,0.1,108.0,3.4
CCc1nc(SCC(=O)c2ccc(C)c(C)c2)n[nH]1,-0.7,-0.1,0.1,-0.4,10.2,-5.4,3.0,0.0,99.0,2.9
O=C(c1ccc(N2CCCC2=O)cc1)N1CCN(c2cccc(C(F)(F)F)c2)CC1,-11.8,-3.5,0.3,2.1,-16.0,-1.9,2.7,-0.1,79.0,-4.8
COC(=O)c1ccc2c(=O)n(CCO)c(=S)[nH]c2c1,3.1,-3.9,3.3,-7.9,6.7,2.6,11.6,-0.2,105.0,5.8
COc1cccc(OC)c1C(=O)Nc1cc(C)on1,-3.8,1.8,1.0,-6.4,1.9,7.7,1.3,-0.1,96.0,1.7
Cc1c(NC(=O)C2CCCO2)cccc1[N+](=O)[O-] (configuration not stated),-1.7,-0.2,3.2,-0.8,8.1,0.1,2.4,0.0,100.0,3.6
Cc1occc1C(=O)Nc1sc2c(c1C(N)=O)CCCCC2,-2.7,-2.0,1.7,-5.3,2.7,1.3,2.8,-0.1,89.0,-15.3
COc1cccc(NC2c3ccccc3C(=O)N2Cc2ccco2)c1 (configuration not stated),-1.4,0.1,-2.5,0.0,5.9,-2.0,12.0,0.0,98.0,2.5
Cc1ccc(CNC(=O)C2CCCN2S(=O)(=O)c2ccc(Cl)cc2)cc1 (configuration not stated),-2.1,-2.7,-0.1,-5.7,-10.7,-6.3,-2.6,0.1,101.0,1.5
CC1COC(=O)C(NNc2ccc(Cl)c(Cl)c2)=N1 (configuration not stated),-1.4,-2.8,0.4,-0.3,8.0,-2.0,-10.6,0.3,111.0,-1.9
Nc1nc(N)c2ncn(C3C=CC(CO)C3)c2n1 (configuration not stated),6.9,.,2.3,14.2,.,0.1,.,-0.1,89.0,0.6

Structures listed so far that bear a hit mark in ABHD5 PLIN5 PPI.
smiles,Granule exo inh,MC4R ag barr,Glyco luc inh,Vif inh,TLR9-MyD88 inh,NOD2 RIPK2 PPI,MC4R antagonist,aDG glyco up,ABCB6 inh MLPCN,ABHD5 PLIN5 PPI
O=C(CCN1CCc2ccccc2C(c2ccccc2)C1)c1ccc2c(c1)OCCO2 (configuration not stated),95.8*,-3.9,1.8,4.7,4.4,11.1,24.1,1.4,97.0,25.5*
